# Screening data as filed in PubChem.
# TEAD-YAP block = TEAD-YAP interaction inhibition | HEK-TIYL cells, TEAD-Gal4/YAP UAS-luciferase luminescence | inhibition, % at 9.12 µM | 1.4% of 640,000 active; in the data active means inhibition above about 32%;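 further: 0% = median of test compound wells and 100% = reference inhibitor wells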
# GPR151 ag = activators of human GPR151; activation, % at 11.2 µM; Q8TDV0; PathHunter beta-arrestin GPR151 cells, luminescence; 1% of 650,000 active; in the data active means activation above about 4.9%;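 further: 0% = median of compound wells and 100% = cells with positive control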
# Target sequence (Q8TDV0 whole entry, looked up): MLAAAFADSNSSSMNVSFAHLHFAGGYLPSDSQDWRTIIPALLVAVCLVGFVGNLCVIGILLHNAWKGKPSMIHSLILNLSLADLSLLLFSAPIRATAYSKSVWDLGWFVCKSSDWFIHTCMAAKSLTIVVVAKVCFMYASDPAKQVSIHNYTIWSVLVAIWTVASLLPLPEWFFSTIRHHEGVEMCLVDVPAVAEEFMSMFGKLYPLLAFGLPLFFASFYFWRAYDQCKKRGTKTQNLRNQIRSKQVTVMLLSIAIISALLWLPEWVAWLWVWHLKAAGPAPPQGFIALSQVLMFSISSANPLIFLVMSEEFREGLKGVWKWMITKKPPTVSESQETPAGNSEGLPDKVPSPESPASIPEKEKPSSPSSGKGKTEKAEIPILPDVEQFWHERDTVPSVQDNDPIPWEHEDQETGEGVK
# MITF inh = inhibitors of human MITF | O75030 | AlphaScreen MITF homodimerization, bead proximity signal | inhibition, % at 2.6 µM | 0.91% of 650,000 active; in the data active means inhibition above about 50%;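 further: 0% = vehicle wells with protein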
# FBW7 act = activators of human E3 ligase FBW7. AlphaScreen FBW7–phospho-cyclin E peptide binding, activator screen. normalized activity (activation), % at 26.1 µM. 0.13% of 650,000 active. AID 1259310; in the data active means normalized activity above about 1.9%;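 further: purified mutant Fbw7 with reduced substrate affinity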
# Target sequence (Q969H0 whole entry, looked up): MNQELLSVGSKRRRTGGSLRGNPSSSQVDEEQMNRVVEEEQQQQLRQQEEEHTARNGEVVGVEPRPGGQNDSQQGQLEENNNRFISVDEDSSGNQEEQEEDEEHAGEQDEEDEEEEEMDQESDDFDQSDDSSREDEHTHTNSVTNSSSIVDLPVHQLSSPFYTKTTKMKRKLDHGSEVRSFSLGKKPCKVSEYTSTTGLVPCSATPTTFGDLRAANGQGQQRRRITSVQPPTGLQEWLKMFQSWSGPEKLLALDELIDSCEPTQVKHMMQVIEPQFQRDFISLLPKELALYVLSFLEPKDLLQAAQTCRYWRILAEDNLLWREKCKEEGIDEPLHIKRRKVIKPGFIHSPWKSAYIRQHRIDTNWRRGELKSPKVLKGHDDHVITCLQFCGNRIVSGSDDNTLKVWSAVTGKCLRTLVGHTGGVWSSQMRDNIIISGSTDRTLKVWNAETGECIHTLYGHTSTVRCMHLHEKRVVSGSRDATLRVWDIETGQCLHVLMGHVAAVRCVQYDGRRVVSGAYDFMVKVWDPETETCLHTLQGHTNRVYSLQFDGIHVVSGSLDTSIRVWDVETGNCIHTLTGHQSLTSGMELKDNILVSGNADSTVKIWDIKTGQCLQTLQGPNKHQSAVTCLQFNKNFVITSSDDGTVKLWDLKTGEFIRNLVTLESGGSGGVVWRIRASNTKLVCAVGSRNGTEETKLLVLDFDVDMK
# Active calls of the source: *.
# Start of the data: the first 2 records, ahead of the listing:
SMILES,TEAD-YAP block,GPR151 ag,MITF inh,FBW7 act
CC1CCN(c2nc(Cl)nc(NCCO)n2)CC1,-3.1,0.4,3.8,-0.1
N[C@H](Cc1ccc(Br)cc1)C(=O)N1CC[C@@H](C(=O)Nc2ccc3[nH]ncc3c2)C1,3.1,1.8,13.3,0.3

# This part in full, repeating the preview:
SMILES,TEAD-YAP block,GPR151 ag,MITF inh,FBW7 act
CC1CCN(c2nc(Cl)nc(NCCO)n2)CC1,-3.1,0.4,3.8,-0.1
N[C@H](Cc1ccc(Br)cc1)C(=O)N1CC[C@@H](C(=O)Nc2ccc3[nH]ncc3c2)C1,3.1,1.8,13.3,0.3
CCOc1ccccc1NC(=O)CN(C)S(=O)(=O)c1cccs1,10.4,3.0,-2.3,0.0
COC(=O)c1cc(OC)c(OC)cc1NC(=O)Cc1ccc(OC)cc1,5.2,-0.6,8.2,0.1
CCOC(=O)c1cc(-c2ccccc2)sc1/N=C/c1c(O)n(C)c(=O)n(C)c1=O,-13.8,-1.1,9.9,0.0
COc1ccc(C(=O)n2cncn2)cc1,-2.3,-0.3,-1.5,0.1
COc1ccc(S(=O)(=O)c2cn(C)c3cc(N4CCC(C)CC4)c(F)cc3c2=O)cc1,1.6,1.5,14.7,0.1
O=C(CCC(=O)Nc1cccc(Cl)c1)N/N=C/c1ccccc1F,13.0,2.0,0.3,0.0
O=C(/C=C1\SC(=O)NC1=O)Nc1ccc(F)cc1,-2.6,4.5,8.0,0.5
O=S(=O)(c1cccc2nonc12)N1CCCc2ccccc21,-0.1,-1.1,11.8,-0.2
CCOC(=O)c1nnn(CC(=O)Nc2cccc(C)c2C)c1C(=O)OCC,-2.0,0.7,-5.6,0.2
O=C(NCCc1ccco1)C1CC(Cc2cccc(F)c2)=NO1 (configuration not stated),-18.8,1.2,28.1,0.6
CCOc1ccc(NC(=O)CSc2nc(C)nc3sc(C)c(C)c23)cc1,17.6,0.7,-9.0,0.3
COc1ccc(C(=O)NNC(=O)C(C)(C)C)cc1Br,3.5,-0.2,14.6,0.1
CC1=C(C(=O)OC2CCCCCCC2)C(c2cccc3ccccc23)NC(=O)N1 (configuration not stated),4.0,0.4,18.1,0.0
COc1ccc2c(=O)c(Oc3ccc(F)cc3)c(C)oc2c1C,3.9,-0.3,-32.8,0.0
O=C(CCn1ccnc1)OCc1ccccc1,3.1,-1.8,15.7,0.2
O=C(Nc1ccccc1N1CCOCC1)c1cc(I)ccc1Cl,0.8,0.0,-0.3,-0.1
CCCNc1cc(C)nc(Nc2cccnc2)n1,-1.2,-0.8,1.4,0.0
COc1cccc(-c2nc3n(n2)C(c2ccccn2)C(C(N)=O)=C(C)N3)c1 (configuration not stated),0.0,0.8,0.6,0.0
Cc1ccc(Cn2c(N3CCN(CCO)CC3)nc3c2c(=O)n(C)c(=O)n3C)cc1,2.9,-0.5,-10.4,-0.1
O=C(COc1ccc([N+](=O)[O-])cc1)Nc1cccc(Cl)c1Cl,-1.8,-0.3,-4.5,0.0
CCOc1ccc(C2C(C#N)=C(N)Oc3n[nH]c(C(C)(C)C)c32)cc1OCC (configuration not stated),16.2,0.0,-2.1,-0.1
CCC1=NN(C=O)C(O)(c2ccc(OC)cc2)C1 (configuration not stated),-38.3,-1.2,12.0,0.2
CC1(CCc2ccccc2)NC(=O)N(CC(=O)Nc2c(F)cccc2F)C1=O (configuration not stated),6.3,1.3,3.9,0.5
CCCCOc1ccc(/C=c2\sc3nc(=O)c(Cc4ccccc4)nn3c2=O)cc1,-7.3,1.7,-6.2,-0.1
CCOC(=O)c1cnc(SCc2cccc(Br)c2)nc1N,-20.6,-0.2,4.4,0.7
COCCn1c(=S)[nH]c2cc(C(=O)N3CCN(c4ccccn4)CC3)ccc2c1=O,1.1,-0.1,0.8,0.1
COc1ccc(CN2CCC(C3(C)NC(=O)NC3=O)CC2)cc1C (configuration not stated),-1.3,1.2,2.4,0.1
CN(C)C(=O)CSc1nnc(-c2ccco2)n1-c1ccccc1,2.6,0.6,-8.7,-0.1
Cn1c(=O)c2sccc2n2c(CCCC(=O)NC3CCCCC3)nnc12,2.9,-0.6,4.2,0.0
CCOC(=O)NC(=O)COC(=O)c1n[nH]c2ccccc12,3.4,-0.4,11.0,0.3
CC(CNC(=O)C1CCCN1c1nnc(N2CCCC2=O)s1)c1ccccc1 (configuration not stated),5.0,0.4,0.4,-0.1
Cc1nc2ncccn2c1-c1csc(Nc2cccc(Cl)c2C)n1,38.5*,0.7,3.3,0.2
CCC(C)(C)n1nnnc1C(c1ccc(Cl)cc1)N1CCC(C(N)=O)CC1 (configuration not stated),-8.1,1.1,17.1,0.6
Cc1cc(Cl)c(OCCOCCN2CCN(C)CC2)c(Br)c1,1.4,-0.1,77.5*,0.0
Cc1ccc2c(c1)CC(C)N2S(=O)(=O)c1nnc(NC(=O)C(C)C)s1 (configuration not stated),0.5,-1.3,-3.4,-0.1
Cc1ccc(Nc2nc(CSc3nnc(-c4ccco4)o3)cs2)cc1,-24.5,1.1,12.6,-0.1
Nc1nc(SCC(=O)Nc2cc(Cl)cc(Cl)c2)n[nH]1,-2.2,-1.7,-6.4,0.0
O=C(Oc1coc(CSc2ncccn2)cc1=O)c1ccc(Cl)c([N+](=O)[O-])c1,-9.2,-2.5,26.9,0.5
O=C(c1ccc(OCc2ccccc2)cc1)N1CCN(c2ccc([N+](=O)[O-])cc2Cl)CC1,-3.5,-0.3,4.8,0.0
OC1CCN(c2cc(-c3ccccc3F)nc(-c3ccccn3)n2)CC1,22.1,1.2,-7.2,-0.2
COc1ccc(CN2CCc3c(nc(N4CC(C)OC(C)C4)[nH]c3=O)C2)cc1CO (configuration not stated),2.1,-0.1,-0.9,0.0
Nc1ccc(C(=O)NN=C2C3CC4CC2CC(O)(C4)C3)cc1,-35.4,0.8,-1.3,-0.2
CCOC(=O)CC1=Nn2c(nnc2C2CCCCC2)SC1,-8.5,0.0,-0.2,0.1
Cc1cc(=O)c2n(Cc3ccccc3[N+](=O)[O-])nc[n+]2[nH]1,8.7,-1.3,20.9,0.1
COc1cc(C2C(C(=O)OC(C)C)=C(C)NC3=C2C(=O)CC(C)(C)C3)cc(Br)c1O (configuration not stated),4.5,0.5,6.9,0.1
CCCCN(C)CCN1C(=O)C2C(C(=O)Nc3cc(Cl)cc(Cl)c3)C3C=CC2(O3)C1C(=O)NC1CCCC(C)C1C (configuration not stated),-10.6,-0.5,-8.7,0.1
CCCC(=O)Nc1nc2ccc(NC(=O)c3ccc(OC)c([N+](=O)[O-])c3)cc2s1,4.8,-0.7,12.7,0.1
N#CCc1ccc(NC(=O)Cc2ccccc2[N+](=O)[O-])cc1,5.0,0.2,4.4,-0.1
CCOc1ccc(NC(=O)CSc2nc3c(sc(=S)n3-c3cc(Cl)ccc3OC)c(=O)[nH]2)cc1,3.1,-0.6,8.7,0.1
COCCNCC(=O)Nc1cccc2ccccc12,8.3,-0.3,46.1,-0.1
O=C(CN1C(=O)c2ccc([N+](=O)[O-])cc2C1=O)NN1C(=O)c2ccccc2C1=O,5.0,1.0,-2.0,-0.2
COc1ccc(/C=C2/C(=O)ON=C2C)cc1,9.3,0.4,27.2,0.0
COc1c(Br)cc(Br)cc1/C=C1/SC(=Nc2ccccc2Cl)NC1=O,4.0,0.6,11.7,0.0
OC(c1ccccc1)c1cnc(-c2cccnc2)nc1-c1ccccc1 (configuration not stated),-19.0,-1.0,4.0,0.0
CC1(c2ccccc2)CC(C)(C)N2C(=O)/C(=C3\SC(=O)NC3=O)c3cccc1c32 (configuration not stated),50.1*,-0.2,2.7,-0.3
Cc1cccc(-c2nc3ccccc3c(=O)n2NCc2ccc(Br)cc2)c1,-1.4,-1.7,19.1,0.1
COc1ccc(-c2nnc(NC(=O)c3cc(=O)c4ccccc4o3)o2)cc1,7.7,0.9,2.4,0.5
O=C(NCCCN1CCN(c2ccccc2F)CC1)C1CCC(=O)N1C1CCCCC1 (configuration not stated),-2.6,-0.8,-0.7,0.1

# The list continues:
SMILES,TEAD-YAP block,GPR151 ag,MITF inh,FBW7 act
O=C(O)c1cccc(NC(=O)c2ccc(Cl)c(S(=O)(=O)N3CCCCCC3)c2)c1,-3.8,-2.6,11.4,-0.1
CCc1ccc(-n2nc3ccc(NC(=O)c4ccc(OC(C)C)cc4)cc3n2)cc1,-2.5,-1.8,9.6,-0.1
COc1cccc(C=Nc2ccc(F)cc2F)c1O,-5.9,0.0,-2.3,0.0
Cc1cc2c(NCc3ccc(Cl)cc3)ncnc2s1,28.9,0.4,13.2,0.2
CCC(=O)Nc1ccc(S(=O)(=O)NCC2CCCO2)cc1 (configuration not stated),-6.2,1.0,1.3,0.1
O=C1C2C3C=CC(C2C(=O)N1C1CCCCC1)C1C(=O)N(C2CCCCC2)C(=O)C31 (configuration not stated),6.1,0.4,-9.2,-0.1
CC1CCCCC1NC(=O)CCCc1nnc2n(C)c(=O)c3sccc3n12 (configuration not stated),5.1,2.8,5.0,-0.1
N#Cc1nc(COc2ccc(F)cc2)oc1N1CCCCCC1,-20.6,-0.3,-1.8,-0.1
O=C(Nc1ccc(F)c(Cl)c1)c1ccccc1NS(=O)(=O)c1ccccc1,16.4,2.7,-16.1,0.1
O=C(CN1CCN(Cc2ccccc2Cl)C1=O)NCCc1ccc(Cl)cc1,2.5,-0.4,3.4,-0.1
CCCS(=O)(=O)c1c(S(=O)(=O)CCC)c2ccc(C(C)=O)cn2c1C(=O)c1ccc(F)cc1,2.2,0.2,8.3,0.0
COC(=O)c1ccc2c(c1)C1C=CCC1C(c1cccc([N+](=O)[O-])c1)N2 (configuration not stated),5.5,2.7,-2.5,-0.3
O=C(Nc1ccc(S(=O)(=O)N2CCCCC2c2cccnc2)cc1)c1ccccc1Br (configuration not stated),6.8,0.2,1.4,0.0
Cc1ccccc1OC(C)C(=O)Nc1ccc(C(N)=O)cc1 (configuration not stated),-7.0,1.5,-6.5,-0.1
CC(=O)Nc1ccc(Nc2cc(C)nc3c(C)cc(C)cc23)cc1,9.4,-0.3,1.0,-0.3
O=C(NCC1CCCO1)c1c(S)n(-c2ccc(F)cc2)c2cccc[n+]12 (configuration not stated),-1.7,0.4,-5.9,-0.2
Cn1c(=O)c(=O)n(C)c2cc(S(=O)(=O)CCC(=O)NCc3ccccn3)ccc21,-4.1,0.7,-0.3,-0.3
COc1cccc(-c2nc(CCCN(C)C(C)=O)n3ccc(OC)cc23)c1,-43.7,-1.4,-21.2,0.1
Cc1ccc(C)c(NC(=O)Cn2c(=O)n(-c3ccc(CC(=O)NC(C)C)cc3)c(=O)c3ccccc32)c1,4.8,0.5,-1.5,-0.2
O=c1c2c3c(sc2[nH]c(=S)n1C1CCCCC1)CCC3,10.2,-0.4,2.9,-0.1
Cc1nc(N2CCOCC2)c2cc(C)sc2n1,-9.5,0.1,-7.9,-0.1
CCOc1cc2c(cc1OCC)C(c1ccc(F)c(F)c1)NCC2 (configuration not stated),11.7,-0.7,8.2,0.5
C=CCSC1=C(C#N)C(c2ccccc2C)C(C(=O)OC)C(=O)N1 (configuration not stated),6.1,-0.7,-2.9,-0.2
Cc1cccc(C(=O)OCC(C)(C)N=C2NS(=O)(=O)c3ccccc32)c1,15.7,-0.8,-0.4,-0.1
COC(=O)[C@@H]1C[C@@H](NC(=O)c2cccc(F)c2)CN1Cc1cc(C)ccc1C,-0.6,-0.2,-12.0,-0.1
COc1ccc(-n2nnnc2SCC(=O)N2c3ccccc3Sc3ccc(Cl)cc32)cc1,-2.3,-0.4,1.2,0.1
COC(=O)CC[C@H]1CN(Cc2cccc(OC)c2)CC[C@H]1N1CCN(C)CC1,5.7,0.8,-3.3,-0.1
Cc1ccc(C)n1-c1ccc(C(=O)NCc2ccncc2)cc1,-1.7,0.5,-3.6,0.2
O=C(Nc1cccc(F)c1)NC1(C(=O)NCCCN2CCOCC2)CCCCC1,-6.3,0.8,15.7,0.6
CCOc1ccc(S(=O)(=O)NC(C)c2ccccc2)cc1 (configuration not stated),-0.1,0.3,-4.9,-0.1

# Part of the list above in another layout:
# Order of values – TEAD-YAP block | GPR151 ag | MITF inh | FBW7 act
Cn1c(=O)c(=O)n(C)c2cc(S(=O)(=O)CCC(=O)NCc3ccccn3)ccc21
  -4.1 | 0.7 | -0.3 | -0.3
COc1cccc(-c2nc(CCCN(C)C(C)=O)n3ccc(OC)cc23)c1
  -43.7 | -1.4 | -21.2 | 0.1
Cc1ccc(C)c(NC(=O)Cn2c(=O)n(-c3ccc(CC(=O)NC(C)C)cc3)c(=O)c3ccccc32)c1
  4.8 | 0.5 | -1.5 | -0.2
O=c1c2c3c(sc2[nH]c(=S)n1C1CCCCC1)CCC3
  10.2 | -0.4 | 2.9 | -0.1

# Next section.
SMILES,TEAD-YAP block,GPR151 ag,MITF inh,FBW7 act
Cc1ccc(OCC(=O)NCc2nc(-c3ccc(Cl)cc3)no2)c(C)c1,1.6,1.3,-15.2,0.1
C=CCSc1nnc(C2CCCN(Cc3cc(OC)c(OC)cc3OC)C2)n1C (configuration not stated),-0.8,0.6,5.6,-0.2
Cc1ccc(C(=O)Nc2cc3c(cc2Br)n(C)c(=O)n3C)cc1[N+](=O)[O-],11.1,-0.1,13.7,0.0
CN(CCNC(=O)CN1N=C(c2ccccc2)CCC1=O)Cc1ccccc1,5.8,-1.0,12.1,0.8
Cc1cn2cc(CNC(=O)CC3C(=O)NCCN3Cc3c(F)cccc3Cl)nc2s1 (configuration not stated),-2.1,0.6,14.3,0.3
COc1cccc(C=C2C(=O)NC(=O)NC2=O)c1OCc1ccc(Cl)cc1Cl,3.0,3.2,-0.2,-0.7
CCCNC(=O)CSc1nnc(-c2ccc3c(c2)OCO3)o1,-10.7,3.3,13.8,-0.2
COC(=O)c1cnc(Nc2cccc(C(F)(F)F)c2)c2ccccc12,3.7,3.3,-19.2,0.0
COc1ccccc1N1CCN(C2=CC(=O)CCC2)CC1,8.5,-1.5,11.1,0.7
